S-ASM inh: Inhibitors of Secretory Acid Sphingomyelinase (S-ASM): qHTS; actives 0.006% (n = 340,000); Potency, µM (doses to about 57.5 µM), for inactives: top-dose activity change, negative = inhibition, most hits filed as inhibitors; AID 504937, 2011; placental ASM, HMU-PC fluorogenic substrate, 60 min; Sphingomyelin phosphodiesterase (Homo sapiens), P17405; further: potency means the concentration at half of the fitted maximal effect
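Human placenta-derived ASM enzyme was preincubated with compound for 10 minutes at room temperature, then given fluorogenic substrate HMU-PC0 (9 uM final) for 60 minutes at 37 °C; a pH 10 stop preceded fluorescence reading at Ex 386/Em 447 nm.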
PTAP TSG101 blk: qHTS Assay for Iinhibitors of HIV-1 Budding by Blocking the Interaction of PTAP/TSG101; Tumor susceptibility gene 101 protein (Homo sapiens), Q99816; Fluorescence polarization, FITC-PTAP peptide / Tsg101 binding; Potency, µM (top dose mostly 115 µM), without a hit: at the top dose activity change, negative = inhibition, actives largely listed as inhibitors; 340,000 tested, under 10 active; active means well fitted inhibition curve with a large enough effect in the main read-out, with a control signal flat, not every such curve was filed as active; inconclusive means small, poorly fitted or top-dose-only effect, or effect the other way, or a change in a side signal; inactive means no such curve, though single readings can be large or run the other way; further: potency means the concentration at half of the fitted maximal effect; % of control where 0% means no effect
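Fluorescence anisotropy tracks displacement of a FITC-tagged PTAP peptide (50 nM) from the Tsg101 binding domain (10 uM), following a 20 min room-temperature incubation at pH 7.5.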
BRCA1 expr act: qHTS Assay to Identify Small Molecule Activators of BRCA1 Expression; MCF7-BRCA1-FFLuc reporter, luminescence, 48 h; response scale: scaled: vehicle 0%, 10 µM genistein 100%; Potency, µM (titrated, usually from 46.1 µM), for inactives: at the highest dose activation, hits mostly activators; actives 1.1% (n = 380,000); further: potency means the concentration at half of the fitted maximal effect; nearly all actives have a fitted effect of over 80% in size; some results filed as inactive show a strong effect at the top dose
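Quantitative HTS in MCF7 cells stably reporting BRCA1 expression via firefly luciferase. Compound treatment lasts 48 h at 37 °C in phenol-red free MEM. Activation is expressed relative to genistein at 10 microM and DMSO.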
p53 reactivator: qHTS assay for re-activators of p53 using a Luc reporter | H1299 p53-A138V BP100-luciferase reporter, luminescence, 24 h | actives 0.063% (n = 320,000) | AID 504706, 2011 | Potency, µM (titrated, usually from 92.2 µM), without a hit: at the highest dose activity change, positive = activation, most hits filed as activators; further: potency means the concentration at half of the fitted maximal effect; % of control where 0% means no effect; nearly all actives have a fitted effect of over 45% in size
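H1299 (p53-null), stable ts p53-A138V + BP100-Luc; 1000 cells/well, Opti-MEM/10% FBS; cpd 4 pt, 1:5; 24 h, 37 deg C, 5% CO2; detection reagent 10 min RT; luminescence.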
B2AR arrestin: qHTS assay of beta-arrestin-biased ligands of beta2-adrenergic receptor. Beta-2 adrenergic receptor (Homo sapiens), P07550. beta-arrestin recruitment to beta2AR, cell-based reporter. Potency, µM (titrated, usually from 46.1 µM), for inactives: at the highest dose activation, actives largely listed as activators. actives 0.02% (n = 330,000);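 further: potency means the concentration at half of the fitted maximal effect; 0% = DMSO controls and full agonism = EC100 isoproterenol or metaproterenol; nearly all actives have a fitted effect of over 65% in size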
Target sequence (P07550 whole entry, looked up): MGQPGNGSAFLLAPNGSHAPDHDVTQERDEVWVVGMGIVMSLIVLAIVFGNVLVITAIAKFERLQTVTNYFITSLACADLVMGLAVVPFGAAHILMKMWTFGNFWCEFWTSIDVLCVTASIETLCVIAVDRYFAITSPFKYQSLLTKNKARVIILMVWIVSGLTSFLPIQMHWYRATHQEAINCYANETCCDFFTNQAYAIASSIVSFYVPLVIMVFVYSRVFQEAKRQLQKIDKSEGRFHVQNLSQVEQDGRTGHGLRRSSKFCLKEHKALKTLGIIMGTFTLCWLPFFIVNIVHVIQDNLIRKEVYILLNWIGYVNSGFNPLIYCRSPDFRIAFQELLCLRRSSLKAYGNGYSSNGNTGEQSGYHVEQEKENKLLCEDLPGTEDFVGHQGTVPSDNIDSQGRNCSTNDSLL
ELG1 genotoxic: qHTS screen for small molecules that induce genotoxicity in human embryonic kidney (HEK293T) cells expressing luciferase-tagged ELG1; AID 504466, 2011; actives 1.3% (n = 330,000); HEK293T ELG1-luciferase reporter, luminescence, 16 h; Potency, µM (top dose mostly 46 µM), inactives show top-dose activity change, positive = activation, hits mostly activators; further: potency means the concentration at half of the fitted maximal effect; % of control where 0% means no effect; nearly all actives have a fitted effect of over 60% in size
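DMSO vehicle served as control against compound-treated ELG1-luciferase HEK293T cells; exposure lasted 16 hr at 37 °C and 5% CO2, followed by ONE-Glo luminescence detection after 30 min.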
uPA generation: qHTS for Inhibitors of Cell Surface uPA Generation. cell surface uPA generation assay, qHTS. Potency, µM (doses to about 38.3 µM), for the others: top-dose activity change, negative = inhibition, actives largely listed as inhibitors. actives 0.31% (n = 330,000); active means well fitted inhibition curve with a large enough effect; inconclusive means small, poorly fitted or top-dose-only effect; inactive means no such curve, though single readings can be large or run the other way; tested in mouse RAW 264.7 cells; further: potency means the concentration at half of the fitted maximal effect; on the % scale 0 is the no-effect control and ±100 the full control effect; nearly all actives have a fitted effect of over 55% in size
Eya2 inh: qHTS Assay for Inhibitors of the Phosphatase Activity of Eya2. Potency, µM (series often up to 76.9 µM), for the others: top-dose activity, negative = inhibition, actives largely listed as inhibitors. recombinant Eya2, OMFP fluorescence dephosphorylation (OMFP is methylfluorescein phosphate). actives 0.006% (n = 330,000); further: potency means the concentration at half of the fitted maximal effect; on the % scale 0 is the no-effect control and ±100 the full control effect
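Eya2 protein (added as 0.2 uM solution) was preincubated with compound for 10 min at ambient temperature in 50 mM HEPES pH 7.5, 50 mM NaCl, 5 uM MgCl2, 0.05% BSA, 1 mM DTT. OMFP (added at 50 uM) then reacted 10 min; fluorescence read at 485/525 nm.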
Integrin act MD: qHTS for Activators of Integrin-Mediated Alleviation for Muscular Dystrophy; alpha7betagal myoblasts, beta-gal FDG fluorescence, 48 h; Potency, µM (series often up to 38.3 µM), for inactives: at the highest dose activation, usual class: activators; actives 0.064% (n = 350,000); AID 624291, 2012;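 further: potency means the concentration at half of the fitted maximal effect; 100% = response of the positive control SU9516; nearly all actives have a fitted effect of over 60% in size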
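Alpha7betagal+/- myoblasts (passage 13) were plated 16-24 hr, then exposed to compounds (1:260 dilution of DMSO stock) for 48 hours at 37C. After MPER lysis, β-galactosidase reporter activity was read as FDG fluorescence (ex 480/em 540) after 30 minutes.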
TRPV1 agonist: HTS Assay for Compounds that Act as Agonists of the Vanilloid Receptor 1; TRPV1-expressing cells, Fluo-8 calcium influx, agonist mode; activation, % at 8.33 µM; actives 0.19% (n = 320,000); in the data active means activation above about 80%; inconclusive means between about 30% and that limit; further: 0% is about no effect
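Fluo-8 calcium influx in TRPV1-expressing cells, kinetic read (ex 480/em 520 nm). Compound added and read 3 min for agonist activity, followed by capsaicin at EC20 final and 2 min further read for enhancement.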
USP2a block: qHTS Assay for Inhibitors of Ubiquitin-specific Protease USP2a Using CHOP2 as the Reporter; Ubiquitin carboxyl-terminal hydrolase 2 (Homo sapiens), O75604; Potency, µM (titrated, usually from 38.3 µM), without a hit: at the highest dose activity change, negative = inhibition, usual class: inhibitors; actives 0.01% (n = 330,000); USP2 core, Ub-CHOP2 coupled fluorogenic reporter, 485/531;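 further: potency means the concentration at half of the fitted maximal effect; plate controls were DMSO wells for no effect and full inhibition by NEM control for full effect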
Target sequence (O75604 whole entry, looked up): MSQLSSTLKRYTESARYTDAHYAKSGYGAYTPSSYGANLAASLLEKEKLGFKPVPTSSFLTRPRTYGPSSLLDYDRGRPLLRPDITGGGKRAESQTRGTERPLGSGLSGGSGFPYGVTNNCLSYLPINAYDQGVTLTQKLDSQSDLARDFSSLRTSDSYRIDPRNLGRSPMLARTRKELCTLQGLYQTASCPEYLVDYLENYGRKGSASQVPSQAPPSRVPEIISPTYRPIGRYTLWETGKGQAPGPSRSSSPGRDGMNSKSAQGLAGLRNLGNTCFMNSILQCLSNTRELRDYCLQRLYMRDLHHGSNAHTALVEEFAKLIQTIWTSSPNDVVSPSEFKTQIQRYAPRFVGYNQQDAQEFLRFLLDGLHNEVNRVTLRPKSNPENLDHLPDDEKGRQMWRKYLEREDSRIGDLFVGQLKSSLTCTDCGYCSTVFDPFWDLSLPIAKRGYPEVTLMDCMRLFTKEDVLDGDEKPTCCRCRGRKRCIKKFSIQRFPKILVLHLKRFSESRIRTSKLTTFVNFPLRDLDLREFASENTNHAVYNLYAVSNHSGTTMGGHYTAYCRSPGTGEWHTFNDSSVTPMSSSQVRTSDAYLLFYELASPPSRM
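Cell-free coupled assay: 10nM USP2 core preincubated 30min RT with compound in Tris-HCl pH 8.0/CaCl2/CHAPS buffer, then 25nM Ub-CHOP2 and 25nM reporter substrate; fluorescence (Ex 485/Em 531) read after 60min RT, normalized to NEM inhibition, concentration-response curves fitted.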
Numbers without * were called inactive; u = inconclusive; x = not tested or not shown; [ ] = remark or other dose. Unless noted, the call rests on the fitted dose curve; in most records, active means well fitted curve in the direction sought with a large enough effect; inconclusive means small, poorly fitted or top-dose-only effect, or another doubt; inactive means no such curve, though single readings can be large; an effect the other way counts as inactive or inconclusive. Random draw from the library (roughly 2.6% active in at least one column).

smiles	S-ASM inh	PTAP TSG101 blk	BRCA1 expr act	p53 reactivator	B2AR arrestin	ELG1 genotoxic	uPA generation	Eya2 inh	Integrin act MD	TRPV1 agonist	USP2a block
O=C(Cc1ccccc1)Nc1nnc(SCC(=O)NC2CCCC2)s1	-2.2%	1.2%	-15.4%	-0.1%	-0.2%	8.7%	13.0%	10.5%	-1.2%	-2.5	0.0%
Nc1nc(NCCN2CCOCC2)nc(NCc2ccccc2)c1[N+](=O)[O-]	-6.6%	-0.3%	-57.9%	-1.6%	0.3%	0.2%	-5.7%	-23.2%	0.0%	0.2	0.8%
O=C(Nc1nnc(C(F)(F)F)s1)c1ccc(Br)s1	1.4%	-10.0%	-11.3%	9.3%	-0.3%	11.4%	-14.4%	-3.8%	-51.5%[inhibitor]	8.8	3.0%
CCC(=O)NC(Nc1c(C)n(C)n(-c2ccccc2)c1=O)C(Cl)(Cl)Cl (centres undefined)	7.8%	-4.9%	5.3%	15.1%	-0.6%	0.4%	2.2%	-0.9%	-8.8%	-0.8	2.2%
CCCC(=O)N1CC(=O)Nc2ccc(C)cc2C1c1ccccc1 (centres undefined)	0.7%	-3.9%	14.9%	-7.2%	0.1%	3.9%	11.3%	-5.2%	-7.0%	-2.3	3.2%
C/C=C/C(=O)N1CC2(CC(c3cccc(NC(=O)COc4ccc(Cl)cc4)c3)=NO2)C[C@@H]1C(N)=O (some centres undefined)	-3.9%	x	15.1%	0.0%	-0.4%	-4.3%	-12.1%	2.1%	24.1%	-3.2	-1.6%
Cc1ccc(C)c(N2CCN(C(=O)Cn3ncn4cccc4c3=O)CC2)c1	-1.3%	-2.7%	-1.6%	x	0.3%	0.3%	8.7%	u	11.1%	14.1	-0.2%
O=C(COC(=O)c1ccc(Br)o1)NCc1ccc2c(c1)OCO2	0.1%	0.0%	-6.8%	-1.5%	0.1%	1.5%	6.1%	-5.8%	-1.6%	x	-7.2%
COc1nc(N)nc2c1ncn2C1OC(CO)CC1O (centres undefined)	2.8%	-1.5%	38.0%	x	x	x	-0.5%	x	21.1%	x	x
Cc1nc(SCc2ccccc2C)n[nH]1	3.3%	-3.7%	74.7%	21.0%	-0.1%	24.6%	2.9%	12.8%	-0.2%	3.4	-0.2%
CN([C@@H](Cc1ccc(OS(=O)(=O)c2cccc3cnccc23)cc1)C(=O)N1CCN(c2ccccc2)CC1)S(=O)(=O)c1cccc2cnccc12	4.3%	-1.2%	-38.7%	0.5%	-2.9%	-8.6%	3.9%	2.4%	x	0.1	0.1%
Cc1ccc(N2C(=O)[C@@H]3[C@H](C2=O)C2c4ccccc4C=CN2[C@@H]3C(=O)c2ccco2)c(C)c1 (some centres undefined)	4.2%	-9.3%	-20.3%	-10.5%	-0.5%	-2.5%	-8.4%	-17.2%	-26.8%	3.1	2.5%
CC(C)C[C@@H](C(=O)N[C@@H](C(=O)O)c1ccccc1)N1C(=O)N2CCc3c([nH]c4ccccc34)[C@@]2(C)C1=O	3.2%	1.8%	-2.6%	3.3%	0.0%	1.0%	-4.2%	-5.8%	-25.9%	0.0	2.7%
N/C(=N\OC(=O)c1ccccc1Br)c1cccc([N+](=O)[O-])c1	-0.7%	0.8%	u	u	-0.7%	5.8µM*	-18.5%	13.9%	31.5%	4.6	-9.1%
COc1ccc(Cl)cc1NC(=O)c1c(-c2ccccc2)noc1C	1.7%	-3.3%	1.1%	-6.1%	-0.4%	0.5%	4.9%	15.9%	-16.1%	5.3	1.4%
Cc1cccc(CSCc2ccc(C(=O)O)o2)c1	2.1%	-2.2%	32.5%	0.1%	0.0%	-0.7%	-8.0%	-7.4%	-31.5%	-3.3	-0.1%
CCCOc1ccc(C(=O)NCCCn2ccnc2)cc1	-2.1%	-0.4%	-18.4%	3.3%	0.1%	-0.5%	-5.3%	10.3%	0.4%	6.1	1.5%
COC(=O)C1=NN(c2cccc(C)c2)C2C(=O)N(c3ccccc3OC)C(=O)C12 (centres undefined)	1.5%	-2.0%	-23.6%	-4.7%	0.0%	1.4%	-11.4%	-3.9%	-1.1%	13.3	-1.2%
COc1ccc(N2CCN(C(CNC(=O)C(=O)NCc3ccncc3)c3ccco3)CC2)cc1 (centres undefined)	0.8%	-7.6%	-1.3%	-1.5%	0.0%	-3.9%	-3.2%	-6.0%	-28.1%	-2.2	1.3%
CC(=O)c1cccc(NC(=O)COC(=O)c2ccccn2)c1	2.3%	0.6%	13.0%	-0.4%	0.2%	0.9%	0.1%	-3.4%	-7.4%	0.2	-0.7%
CCC(C)NCCCCOc1ccc(C)cc1[N+](=O)[O-] (centres undefined)	-3.8%	-5.7%	-24.3%	-3.6%	-0.2%	1.3%	x	-0.2%	-39.0%[7.66 µM]	2.9	2.5%
CC(C)Cn1c(-c2ccc(C#N)cc2)nc2c1c(=O)[nH]c(=O)n2CC(C)C	53.0%[activator]	0.0%	-10.3%	-7.6%	0.1%	-0.2%	-0.5%	7.7%	-12.9%	-0.6	4.0%
C=CCN(CC=C)C(=S)NC(=O)Cc1cccc2ccccc12	-4.1%	-1.6%	-34.9%	0.3%	10.6%	-4.1%	0.9%	-3.2%	3.0%	2.4	-1.6%
COc1cc2c(cc1OC)CN(c1nc(CN3CCOCC3)nc3sc4c(c13)CCCC4)CC2	-7.5%	-4.0%	-52.3%	-14.7%	-0.8%	-6.1%	-20.1%	-11.6%	-40.5%	16.5	2.6%
CCOc1ccc(N=C2NC(=O)S/C2=C\c2ccc(O)cc2)cc1	-2.8%	1.4%	-5.4%	-2.5%	0.2%	-2.6%	-7.0%	18.2%	-17.9%	3.1	-0.2%
CCOC(=O)c1cnc2nc(COc3ccccc3)[nH]n2c1=O	2.2%	-3.4%	0.6%	-7.6%	-0.3%	3.4%	x	-6.7%	-7.0%	7.5	2.8%
COc1cc(NC(=O)CCc2nnc3ccc(N4CCOCC4)nn23)cc(OC)c1OC	1.8%	-3.7%	-2.1%	-0.1%	-0.3%	4.0%	2.4%	14.9%	13.5%	-1.1	2.9%
CCCCN1CC(C(=O)NC2CCCCC2)CC1=O (centres undefined)	3.6%	-1.1%	-6.6%	0.4%	0.3%	1.2%	8.4%	16.3%	21.1%	2.7	0.3%
N=C1/C(=C\c2ccc(OC(=O)c3ccco3)cc2)C(=O)N=C2SC(N3CCCCC3)=NN12	-11.4%	-7.2%	4.0%	19.9%	-0.4%	6.0%	-6.9%	15.1%	4.8%	-0.1	2.9%
Cc1ccc(C(=O)NCc2ccncc2)cc1S(=O)(=O)N1CCOCC1	0.9%	1.6%	-9.1%	1.2%	0.5%	-4.9%	3.1%	2.1%	-13.3%	-0.4	0.4%
Cc1ccc(-n2nnc3c(SCC(=O)NCc4ccco4)ncnc32)cc1	-9.1%	-0.7%	-42.6%	u	0.0%	0.8%	-13.0%	3.5%	-50.9%[inhibitor]	0.3	2.2%

An excerpt from above in order of their number in TRPV1 agonist, largest number first.
| compound | TRPV1 agonist |
| --- | --- |
| COc1cc2c(cc1OC)CN(c1nc(CN3CCOCC3)nc3sc4c(c13)CCCC4)CC2 | 16.5 |
| CCCOc1ccc(C(=O)NCCCn2ccnc2)cc1 | 6.1 |
| CC(C)Cn1c(-c2ccc(C#N)cc2)nc2c1c(=O)[nH]c(=O)n2CC(C)C | -0.6 |

Assay outcomes (PubChem)
